Screens deposited in PubChem BioAssay by National Center for Advancing Translational Sciences (NCATS).
NPC1 prom act: activators of NPC1 promoter; Potency, µM (highest dose often 9.22 µM), for inactives: top-dose activation, usual class: activators; Huh7 NPC1 promoter luciferase reporter, 24 h; 320,000 tested, 2.4% active;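 further: potency means the concentration at half of the fitted maximal effect; % of control where 0% means no effect; nearly all actives have a fitted effect of over 60% in size; reporter is driven by a mutant NPC1 promoter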
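Huh7 reporter cells (NPC1 promoter driving luciferase) are dosed with compound for 24 h at 37 °C, 5% CO2; luciferase detection reagent is then added and luminescence measured after 10 min at ambient temperature.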
Menin MLL FP TR: displaces Texas Red mutant MLL peptide from human menin; Potency, µM (top dose mostly 61.6 µM), for inactives: at the highest dose FP activity change, negative = inhibition, actives largely listed as inhibitors; 270,000 tested, 0.23% active; Menin + Texas Red MLL mutant peptide, fluorescence polarization; AID 1768; active means well fitted inhibition curve with a large enough effect in the polarisation, with a control signal flat, not every such curve was filed as active; inconclusive means small, poorly fitted or top-dose-only effect, or effect the other way, or a change in a side signal; inactive means no such curve, though single readings can be large or run the other way; the % refers to the polarisation; further: potency means the concentration at half of the fitted maximal effect; % of control where 0% means no effect; many of its hits are not listed in these tables
FLuc counter: counter-screen for miR-21 project: firefly luciferase inhibitors or activators | purified FLuc, Km substrates, luminescence inhibition | Potency, µM (titrated, usually from 57.5 µM), for the others: at the highest dose activity change, negative = inhibition, usual class: inhibitors | 360,000 tested, 6.9% active;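 further: potency means the concentration at half of the fitted maximal effect; plate controls were vehicle for no effect and reference inhibitor for full effect; nearly all actives have a fitted effect of over 55% in size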
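Purified P. pyralis luciferase (10nM final) with 10uM D-luciferin and 10uM ATP (Km levels) in 50mM Tris acetate pH 7.5, 10mM Mg acetate, 0.01% Tween-20, 0.05% BSA; qHTS 6-point titration, ~60 µM downward; luminescence read.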
KCNH2 3.1 inh: blocks the human KCNH2 3.1 channel isoform. U2OS KCNH2 3.1, thallium flux FluxOr; stronger effect = lower value. activity change, % (tested at about 1.8 µM). 340,000 tested, 0.95% active. AID 720553;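 active means maximum activity change below -70%; inconclusive means maximum activity change from -70% to -50%; inactive means maximum activity change above -50%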;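 further: thallium influx rate constant from kinetic fluorescence after stimulation buffer; on the % scale 0 is the no-effect control and ±100 the full control effect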
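Kinetic fluorescence (2 min after stimulation buffer) measures Tl+ influx through KCNH2 3.1 expressed by viral transduction in U2OS cells; the rate constant is normalized against DMSO controls serving as positive and negative references.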
Gal4-VP16 FLuc: counter-screen for ROR gamma inhibitors: Gal4-VP16 reporter | Drosophila S2 Gal4-VP16 UAS-luciferase, luminescence, 20 h | Potency, µM (series often up to 53.6 µM), for inactives: top-dose activity, negative = inhibition, actives largely listed as inhibitors | 310,000 tested, 3.5% active;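 further: Gal4-VP16 expression switched on by copper sulfate through the metallothionein promoter; potency means the concentration at half of the fitted maximal effect; on the % scale 0 is the no-effect control and ±100 the full control effect; nearly all actives have a fitted effect of over 50% in size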
Rab9 prom act: activators of Rab9 promoter; 320,000 tested, 2.8% active; Huh7 Rab9 promoter-luciferase reporter, luminescence, 24 h; Potency, µM (highest dose often 9.22 µM), inactives show top-dose activation, negative = inhibition, actives largely listed as activators; further: potency means the concentration at half of the fitted maximal effect; % of control where 0% means no effect; nearly all actives have a fitted effect of over 60% in size
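Using Huh7 cells stably transfected with Rab9 promoter–luciferase, compounds were incubated 24 h at 37 °C, 5% CO2; luciferase luminescence was read 10 min after reagent addition.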
Mito fusion yeast: inhibitors of mitochondrial division or activators of mitochondrial fusion; Potency, µM (top dose mostly 46.1 µM), for the others: top-dose growth rescue (activation), hits mostly activators; S. cerevisiae fusion-defective mutant growth rescue, CellTiterGlo 48 h; AID 485298; 320,000 tested, 0.23% active;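 further: potency means the concentration at half of the fitted maximal effect; % of control where 0% means no effect; nearly all actives have a fitted effect of over 45% in size; temperature-sensitive fusion mutants such as fzo1-1 at 37 °C on non-fermentable ethanol glycerol medium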
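Temperature-sensitive fusion-defective S. cerevisiae (e.g. fzo1-1, mgm1-5) were grown with compound in YPEG medium (3% ethanol, 3% glycerol) for 48 hours at 37C. Growth rescue was measured as viability by CellTiterGlo luminescence after 10 minutes at ambient.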
RORg inh: ROR gamma (mouse) transcription inhibition; P51450; Drosophila S2 Gal4-RORgamma UAS-luciferase reporter, 20 h; Potency, µM (titrated, usually from 53.6 µM), for the others: at the highest dose activity change, negative = inhibition, usual class: inhibitors; 310,000 tested, 5.4% active; further: potency means the concentration at half of the fitted maximal effect; on the % scale 0 is the no-effect control and ±100 the full control effect; nearly all actives have a fitted effect of over 60% in size
Target sequence (P51450 whole entry, looked up, the tested form may be a part): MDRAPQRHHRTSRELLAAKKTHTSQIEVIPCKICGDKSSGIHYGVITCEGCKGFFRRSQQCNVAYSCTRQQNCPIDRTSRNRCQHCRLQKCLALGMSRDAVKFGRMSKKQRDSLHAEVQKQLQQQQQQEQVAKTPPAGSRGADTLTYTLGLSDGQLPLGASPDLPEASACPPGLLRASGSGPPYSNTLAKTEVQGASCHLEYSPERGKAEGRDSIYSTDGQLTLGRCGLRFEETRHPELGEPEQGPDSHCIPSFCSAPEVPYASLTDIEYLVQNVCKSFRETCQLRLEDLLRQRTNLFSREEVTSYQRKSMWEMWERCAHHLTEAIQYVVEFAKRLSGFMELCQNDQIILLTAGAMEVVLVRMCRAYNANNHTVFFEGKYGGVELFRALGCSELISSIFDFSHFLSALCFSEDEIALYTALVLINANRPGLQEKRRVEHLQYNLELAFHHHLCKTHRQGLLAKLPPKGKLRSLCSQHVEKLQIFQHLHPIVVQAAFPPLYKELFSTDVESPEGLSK
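Schneider cells (Drosophila), stable Gal4 DBD–ROR gamma + UAS-luc; 1 hr cmpd preincubation; Cu2+ induction 700 uM final; 20 hr ambient; luminescence.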
PKM2 activator: PKM2 (human) enzyme activation. purified PKM2, Kinase-Glo ATP luminescence, activation; response scale: 0% is enzyme alone, no compound. 260,000 tested, 0.34% active. Potency, µM (doses to about 57.5 µM), inactives show at the top dose activation, usual class: activators; further: potency means the concentration at half of the fitted maximal effect; on the % scale 0 is the no-effect control and ±100 the full control effect; nearly all actives have a fitted effect of over 55% in size
Target sequence (P14618 whole entry, looked up): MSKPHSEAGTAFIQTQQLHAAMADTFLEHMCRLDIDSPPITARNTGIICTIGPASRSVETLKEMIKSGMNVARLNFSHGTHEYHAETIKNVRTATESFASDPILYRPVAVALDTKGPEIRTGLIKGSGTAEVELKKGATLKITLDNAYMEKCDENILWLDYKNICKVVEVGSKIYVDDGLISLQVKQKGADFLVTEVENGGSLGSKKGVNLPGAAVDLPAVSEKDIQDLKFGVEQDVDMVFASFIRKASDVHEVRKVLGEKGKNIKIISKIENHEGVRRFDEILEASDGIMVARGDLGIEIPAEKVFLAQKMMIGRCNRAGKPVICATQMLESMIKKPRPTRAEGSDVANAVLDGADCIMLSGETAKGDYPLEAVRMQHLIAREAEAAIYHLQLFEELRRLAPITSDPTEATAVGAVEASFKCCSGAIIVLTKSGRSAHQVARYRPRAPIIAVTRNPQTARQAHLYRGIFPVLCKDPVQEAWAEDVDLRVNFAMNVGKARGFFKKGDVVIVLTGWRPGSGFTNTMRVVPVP
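Purified hPK-M2 (>95%) run at intermediate activity with 0.1 mM ADP and 0.5 mM PEP in 50 mM imidazole pH 7.2, KCl, MgCl2; 1 h room temperature. ATP formed read by Kinase-Glo luminescence; normalized to uninhibited and no-enzyme controls.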
ELG1 repair inh: blocks ELG1-dependent DNA repair in HEK293T cells | 330,000 tested, 2.3% active | AID 504467 | Potency, µM (highest dose often 46.1 µM), inactives show at the top dose activity change, negative = inhibition, actives largely listed as inhibitors | HEK293T ELG1-luciferase reporter, luminescence, 16 h; DNA damage induced by 5-fluorouridine; further: potency means the concentration at half of the fitted maximal effect; on the % scale 0 is the no-effect control and ±100 the full control effect; nearly all actives have a fitted effect of over 55% in size
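Step one: seed 2,000 cells per well. Step two: pin-transfer compound or DMSO alongside 5-fluorouridine. Step three: incubate 16 hr, 37 °C, 5% CO2. Step four: add ONE-Glo, wait 30 min, read luminescence.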
MBNL1-CUG inh: blocks human MBNL1 binding to CUG repeat RNA; TR-FRET MBNL1-His/biotin-(CUG)12 binding, 665/545 ratio; 280,000 tested, 0.036% active; Q9NR56; Potency, µM (highest dose often 57.5 µM), inactives show at the top dose activity change, negative = inhibition, actives largely listed as inhibitors; active means well fitted inhibition curve with a large enough effect in the signal ratio, with a control signal flat, not every such curve was filed as active; inconclusive means small, poorly fitted or top-dose-only effect, or effect the other way, or a change in a side signal; inactive means no such curve, though single readings can be large or run the other way; the % refers to the signal ratio; further: potency means the concentration at half of the fitted maximal effect; on the % scale 0 is the no-effect control and ±100 the full control effect
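TR-FRET readout: Ex 340 nm, 665/545 nm emission ratio, normalized to buffer-only (basal) and MBNL1-(CUG)12 controls. Complex of MBNL1-His with Biotin-(CUG)12, compounds 92 nM–58 uM, incubated 60 min at room temperature.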
An asterisk follows results filed as active; & = joins results of further samples; [ ] = another dose, or the depositor's remark. Unless noted, the call rests on the fitted dose curve; in most records, active means well fitted curve in the direction sought with a large enough effect; inconclusive means small, poorly fitted or top-dose-only effect, or another doubt; inactive means no such curve, though single readings can be large; an effect the other way counts as inactive or inconclusive.

Screening COc1cc(NC(=S)N2CCC(C(O)(c3ccccc3)c3ccccc3)CC2)cc(OC)c1 returned NPC1 prom act -1.1%, Menin MLL FP TR -10.5%, FLuc counter -1.1%, KCNH2 3.1 inh -20.7, Gal4-VP16 FLuc inconclusive, Rab9 prom act -5.7%, Mito fusion yeast 4.4%, RORg inh 14.1µM*, PKM2 activator 3.4%, ELG1 repair inh -3.3% and MBNL1-CUG inh 4.9%.
Screening Cc1nn(C(C)C(=O)NCCCc2ccccc2)c(=O)c2nn(-c3ccccc3)c(C)c12 (stereo not given) returned NPC1 prom act -2.4%, FLuc counter 3.4%, KCNH2 3.1 inh -4.5, Gal4-VP16 FLuc 1.0%, Rab9 prom act -5.8%, Mito fusion yeast 2.8%, RORg inh -4.2%, ELG1 repair inh -14.2% and MBNL1-CUG inh -0.4%.
For Cc1ccccc1C(=O)Nc1ccccc1C(=O)NCC(C)C the results were NPC1 prom act 1.4%, Menin MLL FP TR -6.4%, FLuc counter -2.2%, KCNH2 3.1 inh -13.5, Gal4-VP16 FLuc 3.0%, Rab9 prom act -5.0%, Mito fusion yeast 3.1%, RORg inh 4.5%, PKM2 activator 5.8%, ELG1 repair inh -3.3% and MBNL1-CUG inh 0.8%.
Screening O=C(NCCNC1CCC(c2ccccc2)CC1)c1ccc(F)cc1 (stereo not given) returned NPC1 prom act -3.0%, Menin MLL FP TR -6.7%, FLuc counter 1.7%, KCNH2 3.1 inh -27.0, Gal4-VP16 FLuc -3.2%, Rab9 prom act -4.9%, Mito fusion yeast -13.7%, RORg inh 24.5%, PKM2 activator 3.1%, ELG1 repair inh -15.1% and MBNL1-CUG inh -5.8%.
For COC(=O)CCCCC1SCC2NC(=O)NC21O (stereo not given) the results were NPC1 prom act -3.9%, Menin MLL FP TR 0.5%, FLuc counter 5.9%, KCNH2 3.1 inh -11.3, Gal4-VP16 FLuc -0.9%, Rab9 prom act 2.8%, Mito fusion yeast 0.4%, RORg inh -0.1%, PKM2 activator -2.9%, ELG1 repair inh 4.1% and MBNL1-CUG inh 0.708µM*.
`CC(C)Nc1nc(Oc2ccc(Cl)cc2Cl)cc(C(F)(F)F)n1` gave NPC1 prom act 1.4%, Menin MLL FP TR -8.9%, FLuc counter -1.3%, KCNH2 3.1 inh -13.0, Gal4-VP16 FLuc inconclusive, Rab9 prom act 0.7%, Mito fusion yeast -3.7%, RORg inh 25.1µM*, PKM2 activator 4.8%, ELG1 repair inh 4.1% and MBNL1-CUG inh -5.0%.
`NC(Cc1ccccc1)C(=O)N1CCCCC1` (stereo not given) gave NPC1 prom act 0.5%, Menin MLL FP TR -8.3%, FLuc counter -3.3%, KCNH2 3.1 inh -0.9, Gal4-VP16 FLuc -9.7%, Rab9 prom act 0.6%, Mito fusion yeast -9.2%, RORg inh -4.0%, ELG1 repair inh -3.6% and MBNL1-CUG inh -5.7%.
CCOc1ccccc1N(CC(=O)NC1CCCCC1)C(=O)CNC(=O)c1ccco1 was read as NPC1 prom act -3.5%, Menin MLL FP TR 0.2%, FLuc counter -0.5%, KCNH2 3.1 inh 25.6, Gal4-VP16 FLuc 4.4%, Rab9 prom act 1.9%, Mito fusion yeast -1.2%, RORg inh 23.1%, PKM2 activator -0.1%, ELG1 repair inh -5.7% and MBNL1-CUG inh -12.3%.
COC(=O)c1cc2sc(Cl)cc2n1CC(=O)NCC1CCCO1 (stereo not given) was read as NPC1 prom act -0.8%, FLuc counter -7.4%, KCNH2 3.1 inh -14.5, Gal4-VP16 FLuc 2.1%, Rab9 prom act 0.5%, Mito fusion yeast 3.4%, RORg inh 39.3%, PKM2 activator -4.6%, ELG1 repair inh -1.3% and MBNL1-CUG inh -1.5%.
COc1ccc(NCc2nnc(SCc3ccccc3)n2-c2ccc(OC)cc2)cc1 was read as NPC1 prom act -5.1%, Menin MLL FP TR -10.7%, FLuc counter 4.7%, KCNH2 3.1 inh 2.8, Gal4-VP16 FLuc 4.2%, Rab9 prom act -3.3%, Mito fusion yeast -6.5%, RORg inh 22.0%, PKM2 activator 0.4%, ELG1 repair inh -14.8% and MBNL1-CUG inh -10.1%.
`CCN(C(=O)c1cccs1)C1CCS(=O)(=O)C1` (stereo not given) gave NPC1 prom act -3.4%, FLuc counter -2.8%, KCNH2 3.1 inh 5.2, Rab9 prom act -4.8%, Mito fusion yeast -2.0% and ELG1 repair inh 0.0%.
For NC(=O)C(c1ccc(Cl)cc1)c1ncc(C(F)(F)F)cc1Cl (stereo not given) the results were NPC1 prom act -4.9%, Menin MLL FP TR -21.3%, FLuc counter 0.7%, KCNH2 3.1 inh -6.8, Gal4-VP16 FLuc -2.8%, Rab9 prom act -3.4%, Mito fusion yeast 2.6%, RORg inh 0.0%, PKM2 activator -0.5%, ELG1 repair inh 0.0% and MBNL1-CUG inh -9.1%.
Screening CCCCNC(=S)Nc1cc([N+](=O)[O-])ccc1C returned NPC1 prom act 0.7%, Menin MLL FP TR 11.5%, FLuc counter 4.1%, KCNH2 3.1 inh 7.6, Gal4-VP16 FLuc inconclusive, Rab9 prom act -1.4%, Mito fusion yeast 0.3%, RORg inh 11.2µM*, PKM2 activator -2.7% and ELG1 repair inh 1.6%.
`COc1ccc(NC(=O)C2CCN(c3nc(C)cc(C)n3)CC2)cc1` gave NPC1 prom act -5.0%, Menin MLL FP TR 3.3%, FLuc counter -1.8%, KCNH2 3.1 inh 7.6, Gal4-VP16 FLuc -9.3%, Rab9 prom act -9.4%, Mito fusion yeast -7.2%, RORg inh -1.5%, PKM2 activator -0.3%, ELG1 repair inh -14.2% and MBNL1-CUG inh inconclusive.
O=[N+]([O-])c1cc(C(F)(F)F)ccc1N/N=C/c1cc2ccccc2nc1Cl was read as NPC1 prom act 0.8%, Menin MLL FP TR -14.7%, FLuc counter 1.4%, Gal4-VP16 FLuc -1.9%, Rab9 prom act -3.1%, Mito fusion yeast -0.4%, RORg inh 3.0%, PKM2 activator -0.9%, ELG1 repair inh 0.2% and MBNL1-CUG inh 5.4%.
`COc1cc(/C=C2/NC(=O)NC2=O)cc(Br)c1OCc1ccc(C(=O)O)cc1` gave NPC1 prom act -1.8%, Menin MLL FP TR 43.0%[activator], FLuc counter -18.9%, KCNH2 3.1 inh 9.8, Gal4-VP16 FLuc 1.7%, Rab9 prom act -1.7%, Mito fusion yeast 16.1%, RORg inh 15.0%, PKM2 activator 27.8%, ELG1 repair inh -10.8% and MBNL1-CUG inh inconclusive.
`NS(=O)(=O)c1ccc(NC(=O)c2cccc(N3C(=O)c4ccccc4C3=O)c2)cc1` gave NPC1 prom act 0.0%, Menin MLL FP TR inconclusive, FLuc counter 2.1%, KCNH2 3.1 inh -8.9, Gal4-VP16 FLuc 4.6%, Rab9 prom act 4.6%, Mito fusion yeast 2.6%, RORg inh 6.0%, PKM2 activator -6.3%, ELG1 repair inh 2.5% and MBNL1-CUG inh 5.1%.
For CCOc1ccccc1NC(=O)CN1C(=O)COc2ccc(S(=O)(=O)N3CCOCC3)cc21 the results were NPC1 prom act 1.3%, FLuc counter -0.4%&1.4%, KCNH2 3.1 inh -16.1, Gal4-VP16 FLuc -9.4%, Rab9 prom act 5.9%, Mito fusion yeast 9.2%, RORg inh -9.6%, ELG1 repair inh 11.1% and MBNL1-CUG inh -8.4%.
Screening CC(C)(C)OC(=O)N[C@H](C(=O)OC(C)(C)C)c1ccc(C(F)(F)F)cc1 returned NPC1 prom act 0.9%, FLuc counter 0.2%, KCNH2 3.1 inh 4.7, Rab9 prom act -1.4%, Mito fusion yeast -8.8% and ELG1 repair inh 17.3%.
`COc1ccc(-c2cc(C(=O)N3CCN(c4ccccc4OC)CC3)no2)cc1` gave NPC1 prom act -0.3%, Menin MLL FP TR -5.4%, FLuc counter inconclusive, KCNH2 3.1 inh -2.5, Gal4-VP16 FLuc -6.7%, Rab9 prom act -10.2%, Mito fusion yeast 17.6%, RORg inh -5.6%, PKM2 activator -0.3%, ELG1 repair inh inconclusive and MBNL1-CUG inh -3.8%.
`Cc1ccc(C(NC(=O)NCCCN2CCOCC2)=C(Cl)Cl)cc1F` gave NPC1 prom act 0.5%, FLuc counter 1.1%, KCNH2 3.1 inh -2.3, Gal4-VP16 FLuc inconclusive, Rab9 prom act 3.8%, Mito fusion yeast -4.3%, RORg inh inconclusive, PKM2 activator -2.4%, ELG1 repair inh inconclusive and MBNL1-CUG inh -4.1%.
Screening COc1cc(CN2CCN(CC#Cc3ccccc3)CC2CCO)cc(OC)c1 (stereo not given) returned NPC1 prom act 2.2%, Menin MLL FP TR -5.4%, FLuc counter -0.7%, KCNH2 3.1 inh -3.3, Gal4-VP16 FLuc 16.5%, Rab9 prom act -2.8%, Mito fusion yeast 0.0%, RORg inh 15.6%, PKM2 activator 4.2%, ELG1 repair inh 3.3% and MBNL1-CUG inh -2.9%.

Not all compounds are listed; the hit share may differ from the screen's.
